GLP1R ag = agonists of human GLP-1 receptor; Potency, µM (titrated, usually from 45.6 µM), for the others: at the top dose activation, actives largely listed as activators; P43220; HEK293 GLP-1R CRE-luciferase, luminescence, 4-6 h; cells express a hypersensitive GLP-1R form; actives 0.007% (n = 380,000); note: % of control where 0% means no effect
Target sequence (P43220 whole entry, looked up): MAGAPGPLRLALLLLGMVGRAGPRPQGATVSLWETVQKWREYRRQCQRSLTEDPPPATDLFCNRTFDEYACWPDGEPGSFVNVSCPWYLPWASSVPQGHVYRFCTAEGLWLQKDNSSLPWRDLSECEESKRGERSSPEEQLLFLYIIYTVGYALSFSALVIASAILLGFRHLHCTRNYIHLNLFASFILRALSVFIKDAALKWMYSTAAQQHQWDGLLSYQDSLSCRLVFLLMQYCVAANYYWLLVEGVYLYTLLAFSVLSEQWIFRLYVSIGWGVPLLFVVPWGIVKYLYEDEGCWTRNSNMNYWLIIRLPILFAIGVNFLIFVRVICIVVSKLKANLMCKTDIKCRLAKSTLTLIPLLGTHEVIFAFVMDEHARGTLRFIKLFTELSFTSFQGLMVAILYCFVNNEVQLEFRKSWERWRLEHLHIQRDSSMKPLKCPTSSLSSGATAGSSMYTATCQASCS
GLP1R cytotox = cytotoxicity in counter-screen for GLP-1R inverse agonists; HEK293 cAMP-luciferase reporter cells, luminescence, 24 h; Potency, µM (titrated, usually from 38.3 µM), without a hit: top-dose activity change, negative = inhibition, usual class: inhibitors; actives 0.13% (n = 410,000); AID 624418;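 note: loss of luciferase light is scored as toxicity; % is set by controls: 0 for no effect and ±100 for the full control effect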
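MLSMR compounds, 24 hr on cells at 37 deg C/5% CO2; luminescence after luciferase reagent (12 min RT). Inhibition counted as the undesired cytotoxic outcome.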
TDP-43 yeast inh = TDP-43 toxicity inhibition in yeast | AID 652104 | TDP-43 expressing yeast growth rescue, BacTiter-Glo, 24 h | Potency, µM (highest dose often 46.1 µM), without a hit: at the highest dose growth rescue (activation), hits mostly activators | actives 1.8% (n = 410,000); note: % of control where 0% means no effect; nearly all actives have a fitted effect of over 50% in size
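Readout is BacTiter-Glo luminescence of cell growth, so inhibitors register as activators. TDP-43-expressing yeast at OD600=0.02 in galactose medium, after raffinose pregrowth to mid-log, were incubated with compound for 24 hr at 30 deg C.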
SW480 rereplic = inducers of DNA re-replication in SW480 colon cancer cells; SW480 DNA re-replication, Hoechst DNA content imaging, 48 h; Potency, µM (highest dose often 46.1 µM), for the others: at the highest dose re-replication activation, most hits filed as activators; actives 1.8% (n = 340,000); note: % of control where 0% means no effect; nearly all actives have a fitted effect of over 55% in size
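DNA re-replication was detected as more nuclei of elevated Hoechst intensity after 48 hr exposure to compound (23 nL pinned per well of 250 cells).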
KB-V1 cytotox = KB-V1 MDR subline cytotoxicity; KB-V1 MDR cells viability, CellTiter-Glo, 72 h; AID 1347076; actives 3.4% (n = 400,000); Potency, µM (highest dose often 46.1 µM), for the others: at the top dose activity change, negative = cytotoxicity, hits mostly cytotoxic; note: % is set by controls: 0 for no effect and ±100 for the full control effect; nearly all actives have a fitted effect of over 60% in size
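Potencies derive from concentration-effect curves fitted to normalized luminescence (CellTiter-Glo) of KB-V1 cells treated for 72 h at 37 degrees C in phenol-red-free DMEM containing 10% FBS.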
HT1080 IDH1KD tx = HT-1080 IDH1 knockdown cell toxicity (counter line); HT-1080 IDH1 knockdown viability, ATP luminescence, 48 h; Potency, µM (doses to about 46.1 µM), for inactives: at the highest dose activity, negative = toxicity, actives largely listed as cytotoxic; actives 2% (n = 360,000); AID 686971;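 note: 0% = DMSO wells and -100% = cell-free medium wells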
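Knockdown cells (IDH1KD HT-1080) received compounds 2 h after plating at 750 cells/well and were kept 48 h at 37 °C in 5% FBS RPMI. A CellTiter-Glo luminescence read gave % activity for curve fitting.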
GLP-1R inv ag = inverse agonists of human GLP-1 receptor | AID 624417 | Potency, µM (highest dose often 38.3 µM), for the others: at the top dose activity change, negative = inhibition, actives largely listed as inhibitors | P43220 | actives 1.6% (n = 410,000) | HEK293 GLP-1R CRE-luciferase, luminescence, 24 h; GLP-1R form is constitutively active; note: % is set by controls: 0 for no effect and ±100 for the full control effect; nearly all actives have a fitted effect of over 55% in size
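Luminescence readout: a drop in cAMP-driven luciferase signal flags inverse agonism at a constitutively active GLP-1R stably expressed in HEK293. Compound exposure lasted 24 hr at 37 deg C, 5% CO2.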
HT1080NT lethal = kills 2HG-producing HT-1080-NT fibrosarcoma cells; HT-1080-NT fibrosarcoma viability, CellTiter-Glo ATP luminescence, 48 h; Potency, µM (series often up to 46.1 µM), without a hit: top-dose activity, negative = less viability, usual class: cytotoxic; actives 1.6% (n = 360,000);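 note: NT is the 2HG producing partner of a matched IDH1 knockdown line; 0% = DMSO-treated cells and -100% = media-only wells without cells; nearly all actives have a fitted effect of over 55% in size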
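HT-1080-NT; 750 cells/well; 5% FBS RPMI; 48 h compound, 37 degrees C; CellTiter-Glo luminescence; curve fitting and curve-class assignment.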
KB-3-1 cytotox = kills parental KB-3-1 adenocarcinoma cells. KB-3-1 viability, CellTiter-Glo ATP luminescence, 72 h. Potency, µM (series often up to 46.1 µM), for the others: at the highest dose activity change, negative = cytotoxic, hits mostly cytotoxic. actives 1.4% (n = 400,000); note: % is set by controls: 0 for no effect and ±100 for the full control effect; nearly all actives have a fitted effect of over 60% in size
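Here the drug-naive KB-3-1 line serves as comparator for MDR sub-line selectivity; cells received compound titrations, 72 h at 37 °C, then CellTiter-Glo readout.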
* marks the source's active call; other numbers are inactive results; u = inconclusive; x = not tested or not shown; [ ] = dose if it differs, or a comment. Calls come from the whole dose curve; as a rule, active = well fitted curve in the direction sought with a large enough effect; inconclusive = small, poorly fitted or top-dose-only effect, or another doubt; inactive = no such curve, though single readings can be large; an effect the other way counts as inactive or inconclusive. Potency is the fitted concentration of half-maximal effect.

Keys: A = GLP1R ag; B = GLP1R cytotox; C = TDP-43 yeast inh; D = SW480 rereplic; E = KB-V1 cytotox; F = HT1080 IDH1KD tx; G = GLP-1R inv ag; H = HT1080NT lethal; I = KB-3-1 cytotox
CN(c1ccccc1)c1nccc(=O)[nH]1
  A = 7%	B = 8%	C = 13%	D = -7%	E = 27%	F = 11%	G = 3%	H = 15%	I = 11%

COc1cc(C2c3c(-c4ccccc4O)n[nH]c3C(=O)N2CCO)ccc1OCc1ccccc1 (configuration not stated)
  A = x	B = 8%	C = 1%	D = x	E = 13%	F = x	G = 2%	H = x	I = 3%

C=C1CCN([C@@H](CC(C)C)C(=O)NCCC(C)C)S(=O)(=O)c2ccccc21
  A = 6%	B = 3%	C = 2%	D = u	E = -2%	F = -6%	G = u	H = -2%	I = 3%

CCC(COC)NC(=O)CCc1nnc(Cc2c[nH]c3ccccc23)o1 (configuration not stated)
  A = 2%	B = -3%	C = 21%	D = -14%	E = -1%	F = -2%	G = 15%	H = 0%	I = -7%

CCCc1ncc(C(O)(c2ccccc2)c2ccc(C)cc2)n1C (configuration not stated)
  A = -2%	B = -15%	C = 16%	D = 2%	E = u	F = -10%	G = u	H = -6%	I = -4%

O=C(O)c1ccc(S(=O)(=O)NCC2CCCO2)cc1 (configuration not stated)
  A = -6%	B = -8%	C = 18%	D = -16%	E = 18%	F = -1%	G = 11%	H = 9%	I = 2%

CCOC(=O)c1nc(N2CCN(C(=O)OCC)CC2)c2c3c(sc2n1)CCCC3
  A = -1%	B = u	C = -14%	D = u	E = 4%	F = 10%	G = 14%	H = -4%	I = 5%

CCc1nc2ccc(C(=O)NCCCn3ccnc3)cn2c1N(C)Cc1ccc(Cl)cc1
  A = -6%	B = 2%	C = 19%	D = x	E = 2%	F = 17%	G = 23%	H = -2%	I = 0%

O=C(CSc1ccc(-c2ccccn2)nn1)c1ccc(F)cc1
  A = 4%	B = -16%	C = 5%	D = -2%	E = 7%	F = -1%	G = 6%	H = 2%	I = 1%

O=C(NCCCN=C1NS(=O)(=O)c2ccccc21)c1ccccc1Cl
  A = 4%	B = -8%	C = -1%	D = -7%	E = 15%	F = 0%	G = 4%	H = 14%	I = 6%

COC(=O)C1=C(N)c2ccccc2C1(C#N)c1ccccc1 (configuration not stated)
  A = -2%	B = -11%	C = -10%	D = -31%	E = -6%	F = -19%	G = u	H = -12%	I = -19%

Cc1ccccc1CCN(C(=O)Cn1nnc2ccccc21)C(C(=O)NCC1CCCO1)c1nc2ccccc2n1C (configuration not stated)
  A = -6%	B = -7%	C = 0%	D = u	E = 5%	F = 1%	G = 13%	H = 0%	I = -6%

CC1(C)CC(=O)C(C(=S)Nc2ccccc2)=C(NC2CC(C)(C)NC(C)(C)C2)C1
  A = 3%	B = 3%	C = -15%	D = -15%	E = -1%	F = -20%	G = u	H = -7%	I = 0%

CC(=O)NCc1cc(-c2ccc(Cl)cc2)no1
  A = 0%	B = -2%	C = -2%	D = 30%	E = u	F = 11%	G = -8%	H = 11%	I = 16%

COc1ccc(N(CC(=O)N/N=C/c2ccc(-c3ccc([N+](=O)[O-])cc3)o2)S(=O)(=O)c2ccc(C)cc2)cc1
  A = -9%	B = 26%	C = -4%	D = 9.2µM*	E = -26%	F = -7%	G = 12%	H = -3%	I = 4%

Cc1[nH]n(-c2ccccc2)c(=O)c1-c1ccc(Cl)cc1
  A = -5%	B = -8%	C = -7%	D = -8%[9.22 µM]	E = 5%	F = -3%	G = -15%	H = -9%	I = -8%

Cn1c(=O)c2cc(NC(=O)CCc3cccnc3)ccc2n1Cc1ccc(F)cc1
  A = 1%	B = 3%	C = -8%	D = x	E = -5%	F = -5%	G = -17%	H = -4%	I = 0%

CN1CCN(Cc2cc(Cl)c3cccnc3c2OC(=O)c2cccs2)CC1
  A = 0%	B = u	C = 14%	D = u	E = 5.8µM*	F = -11%	G = u	H = -5%	I = u

CC1CCC(N2CCN(c3ncccn3)CC2)CC1 (configuration not stated)
  A = 1%	B = -9%	C = -14%	D = -4%	E = 1%	F = 2%	G = 0%	H = 0%[9.24 µM]	I = 8%

CCOC(=O)/C=C1\CN(Cc2ccc(OC)cc2)S(=O)(=O)c2ccccc21
  A = 1%	B = 11%	C = 27%	D = -11%	E = u	F = 1%	G = -20%	H = 1%	I = 0%

CC(C)NC(=O)Nc1ccc2c(c1)C(=O)N([C@H](C)CO)C[C@H](C)[C@@H](CN(C)C(=O)Nc1ccc(C(F)(F)F)cc1)O2
  A = -2%	B = 1%	C = 18%	D = 0%	E = 0%	F = 4%	G = 5%	H = 5%	I = 0%

COc1cc(/C=N/Nc2nc(-c3ccc(S(=O)(=O)N(C)C)cc3)cs2)ccc1O
  A = 1%	B = -16%	C = 10%	D = -3%	E = -3%	F = -19%	G = 27%	H = -1%	I = -17%

CCOc1ccccc1N(CC(=O)N1CCc2ccccc2C1)S(=O)(=O)c1ccccc1
  A = x	B = -1%	C = 20%	D = x	E = -3%	F = x	G = u	H = x	I = -27%

CCOc1cc2[nH]c(=O)n(Cc3ccc(C(=O)N4CCN(c5ccccc5)CC4)cc3)c(=O)c2cc1OCC
  A = x	B = 0%	C = 18%[9.22 µM]	D = x	E = 7%	F = x	G = 10%	H = x	I = -3%

CCCCc1ccc(NC(=O)NCc2cccnc2)cc1
  A = -6%	B = -9%	C = 6%	D = -16%	E = -9%	F = 5%	G = u	H = 3%	I = -5%

(cont.)
Keys: A = GLP1R ag; B = GLP1R cytotox; C = TDP-43 yeast inh; D = SW480 rereplic; E = KB-V1 cytotox; F = HT1080 IDH1KD tx; G = GLP-1R inv ag; H = HT1080NT lethal; I = KB-3-1 cytotox
CCOC(=O)CN1c2ccccc2NC(=O)CC1C (configuration not stated)
  A = 6%	B = -8%	C = 4%	D = -3%	E = u	F = 7%	G = 11%	H = 16%	I = -1%

COc1ccc(NC(=O)Cn2ncc(Cl)c(Cl)c2=O)cc1S(=O)(=O)N1CCOCC1
  A = -51%[inhibitor]	B = -15%	C = 7%	D = 4.6µM*	E = -2%	F = 21µM*	G = u	H = -21%	I = -20%

N=C1/C(=C/c2ccc(OCc3ccccc3)cc2)C(=O)N=C2SC(CC(=O)N3CCOCC3)=NN12
  A = -1%	B = -1%	C = 29%	D = -4%	E = u	F = 9%	G = 15%	H = 3%	I = -8%

CCCc1ccc(C(O)c2ncc(-c3ccccc3F)[nH]2)cc1 (configuration not stated)
  A = 21%	B = 3%	C = 12%	D = x	E = 0%	F = u	G = -17%	H = -3%	I = 0%

O=C(CCc1ccncc1)N1CCCC(Nc2ccc(F)cc2)C1 (configuration not stated)
  A = -3%	B = -15%	C = -4%	D = -8%	E = -7%	F = 5%	G = u	H = 0%	I = 3%

Cc1nc(SCC(=O)NCc2ccco2)nc(C)c1C
  A = 0%	B = 6%	C = 16%	D = 0%	E = 4%	F = 7%	G = 0%	H = 1%	I = 3%

O=C(c1ccc(CNc2c(N3CCCC3)c(=O)c2=O)cc1)N1CCc2ccccc2C1
  A = 2%	B = -4%	C = 0%	D = -10%	E = 0%	F = -2%	G = 9%	H = 12%	I = -9%

CCOC(=O)C1CCN(C(=S)Nc2cccc(C)c2)CC1
  A = -2%	B = -18%	C = 15%	D = 23%	E = -27%	F = 26%	G = u	H = 7%	I = -13%

CC1CCN(C(=O)CCC(=O)Nc2nnc(C3CCCCC3)s2)CC1
  A = -3%	B = -3%	C = 24%	D = 0%	E = -11%	F = 13%	G = 10%	H = 12%	I = -5%

O=c1cc(-c2ccccc2F)nc(-c2ccccc2F)o1
  A = 0%	B = 8%	C = 24%	D = -11%	E = u	F = 5%	G = 7%	H = 6%	I = u

Oc1ccc(C=NCCc2ccccc2)cc1
  A = -2%	B = 9%	C = 6%	D = -5%	E = 0%	F = 1%	G = 13%	H = 4%	I = -5%

COc1ccc(C(=O)N2CC(=O)Nc3ccc(C)cc3C2c2ccccc2)cc1OC (configuration not stated)
  A = x	B = 3%	C = 14%	D = x	E = -2%	F = x	G = 34%[activator]	H = x	I = 1%

CCCC1=NN2C(=N)/C(=C\c3cc(C)n(-c4cccc(C)c4)c3C)C(=O)N=C2S1
  A = -1%	B = -4%	C = -2%	D = -3%	E = 7%	F = -14%	G = 15%	H = 0%	I = 10%

CC(C)[C@H](NC(=O)c1ccccc1)C(=O)OCC(=O)N1CCCCCC1
  A = -4%	B = -2%	C = -6%	D = 0%	E = -1%	F = 12%	G = -6%	H = 16%	I = 13%

COc1ccc(OC)c(C2=Nn3c(nnc3-c3cc(C)[nH]n3)SC2)c1
  A = 22%	B = -22%	C = -13%[1.82 µM]	D = -13%	E = u	F = -14%	G = 40%[activator]	H = -22%	I = -6%

O=C(/C=C/c1ccc(Cl)cc1Cl)Nc1ccc(CN2CCOCC2)cc1
  A = 7%	B = -1%	C = 8%	D = u	E = -10%	F = u	G = u	H = u	I = u
